LANA DNA inh – inhibitors of KSHV C-LANA binding to DNA, primary screen, biochemical, fluorescence polarization, FAM-LBS DNA, MBP-C-LANA, single point; inhibition, % at 9 µM; actives 0.078% (n = 340,000); AID 504423, 2011;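 active means highest replicate inhibition at or above 60% at 9 µM, even if other replicates fall short; inactive means all replicates below 60% inhibition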;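 further: 0% = neutral control wells and 100% = 4 µM acridine orange control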
dFosB activator – activators of delta FosB homodimer, primary screen, biochemical, fluorescence polarization, TAMRA-CDK5 oligo, single point; AID 493131, 2011; activation, % at 25 µM; purified delta FosB; percent of positive-control signal above neutral wells; actives 0.99% (n = 340,000);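 active means mean activation above about 17%, with every replicate also reaching it, limit read from the data, passing the limit was not always enough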;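 further: fluorescence polarization rise as delta FosB binds a TAMRA Cdk5 AP-1 oligo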
PfHsp90 yeast 2 – growth inhibition of PfHsp90-expressing yeast, primary screen, antimalarial PfHsp90 inhibitor project, S. cerevisiae, BacTiter-Glo luminescence, single point, set 2; BacTiter-Glo ATP, 48 h; yeast lacking PDR1 and PDR3 efflux regulators; inhibition, % at 9.4 µM; actives 0.32% (n = 310,000);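 active means every replicate shows inhibition above about 80%, whatever the replicate mean, limit read from the data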;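 further: 0% = DMSO neutral controls and 100% = 20 µM radicicol positive controls; yeast relying on Plasmodium falciparum Hsp90 in place of its own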
SUMO Mot1 rescue – yeast Mot1-301 growth rescue at high temperature, primary screen, SUMOylation pathway inhibitor project, S. cerevisiae, ATP luminescence, 38.5C. S. cerevisiae Mot1-301 growth rescue; percent above DMSO median, 100 means doubled. AID 2716, 2010. growth rescue, % at 18.8 µM. actives 1% (n = 320,000);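 active means every valid replicate shows activation above 250% relative to neutral control wells; inactive means the rest, any valid replicate at or below 250%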;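 further: OY570 slx delta 5 strain wells were the positive control but not used for scaling; some compounds called inactive have numbers as strong as hits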
Keap1 Nrf2 FP – Keap1-Nrf2 protein-protein interaction inhibitors, primary screen, biochemical, fluorescence polarization, single point. inhibition, % at 9.4 µM. Keap1 Kelch-Nrf2 peptide fluorescence polarization, 1536-well. Kelch-like ECH-associated protein 1 (Homo sapiens), Q14145. actives 0.15% (n = 340,000); in the data active means inhibition above about 12%;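 further: human Keap1 Kelch domain with fluorescein labeled Nrf2 9mer peptide probe; 0% = neutral control wells and 100% = peptide positive control; higher means more block of Keap1 binding to Nrf2 peptide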
Target sequence (Q14145 whole entry, looked up, the tested form may be a part): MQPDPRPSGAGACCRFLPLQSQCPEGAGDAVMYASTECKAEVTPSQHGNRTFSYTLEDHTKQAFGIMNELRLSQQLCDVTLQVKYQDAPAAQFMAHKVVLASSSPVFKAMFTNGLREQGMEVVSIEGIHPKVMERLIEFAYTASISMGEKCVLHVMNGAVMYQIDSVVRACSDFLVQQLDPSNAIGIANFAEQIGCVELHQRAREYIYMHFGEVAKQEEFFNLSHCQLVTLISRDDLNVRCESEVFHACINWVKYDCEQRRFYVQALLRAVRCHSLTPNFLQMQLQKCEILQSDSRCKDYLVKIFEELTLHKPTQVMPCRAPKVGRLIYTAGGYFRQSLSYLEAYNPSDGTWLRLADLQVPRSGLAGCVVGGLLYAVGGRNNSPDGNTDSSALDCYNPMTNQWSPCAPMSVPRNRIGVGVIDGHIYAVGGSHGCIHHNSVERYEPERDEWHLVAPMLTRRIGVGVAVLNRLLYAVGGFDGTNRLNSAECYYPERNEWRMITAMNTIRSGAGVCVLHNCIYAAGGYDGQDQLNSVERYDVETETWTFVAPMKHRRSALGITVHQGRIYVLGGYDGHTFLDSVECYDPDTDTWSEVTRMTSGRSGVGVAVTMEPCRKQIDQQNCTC
NSD2 inh – NSD2 histone methyltransferase inhibitors, primary screen, biochemical, AlphaScreen, single concentration, set 2. Histone-lysine N-methyltransferase NSD2 (Homo sapiens), O96028. NSD2 peptide methylation, 120 min. inhibition, % at 12.5 µM. actives 0.54% (n = 310,000); in the data active means inhibition above about 50%
PvdQ acylase – P. aeruginosa PvdQ acylase inhibitors, primary screen, biochemical, fluorescence, plate reader and imaging, single point; PvdQ acylase [Pseudomonas aeruginosa LESB58]; purified PvdQ acylase; inhibition, % at 10 µM; actives 0.063% (n = 340,000); AID 488965, 2010; in the data active means inhibition above about 30%, passing the limit was not always enough;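 further: 0% = vehicle neutral wells and 100% = reference inhibitor wells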
Rtt109 Vps75 – inhibitors of C. albicans Rtt109/Vps75 HAT, primary screen, biochemical, ThioGlo CoA-SH fluorescence, plate reader. Histone acetyltransferase RTT109 (Candida albicans (strain SC5314 / ATCC MYA-2876)), …. purified Rtt109/Vps75, 4 h. inhibition, % at 34.9 µM. actives 0.16% (n = 330,000);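 active means inhibition of at least 50% in every replicate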
Target sequence (Q5AAJ8 whole entry, looked up): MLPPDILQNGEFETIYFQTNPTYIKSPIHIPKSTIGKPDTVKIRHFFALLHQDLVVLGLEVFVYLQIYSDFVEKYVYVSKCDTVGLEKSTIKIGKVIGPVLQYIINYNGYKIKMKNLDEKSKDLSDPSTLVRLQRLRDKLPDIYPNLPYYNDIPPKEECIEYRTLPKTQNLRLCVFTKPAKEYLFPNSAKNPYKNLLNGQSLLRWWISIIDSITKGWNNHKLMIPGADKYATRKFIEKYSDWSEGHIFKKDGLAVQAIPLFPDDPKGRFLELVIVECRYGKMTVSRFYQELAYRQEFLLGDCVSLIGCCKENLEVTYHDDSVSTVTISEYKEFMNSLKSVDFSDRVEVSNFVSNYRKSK
CDK5 p35 inh – inhibitors of human CDK5/p35 kinase, primary screen, biochemical, single concentration; Cyclin-dependent kinase 5 (Homo sapiens) + Cyclin-dependent kinase 5 activator 1 (Homo …; Recombinant CDK5/p35, ADP-Glo luminescence, 60 min; inhibition, % at 10 µM; actives 0.01% (n = 330,000); AID 488839, 2010;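 active means highest replicate inhibition of at least 50% and at least 75% of replicates reaching 50%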;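 further: plate controls were DMSO neutral control for no effect and GW8510 at 10 µM for full effect; many of its hits are not listed in these tables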
Cardiac RTF inh – cardiac RTF calcium sensitivity inhibitors, primary screen, biochemical, IANBD-TnC fluorescence, EC70 calcium | AID 493244, 2011 | IANBD-labeled cardiac RTF, Ca2+ fluorescence | actives 0.12% (n = 340,000) | Troponin I, cardiac muscle (Homo sapiens) + Troponin T, cardiac muscle (Homo sapiens) + … | inhibition, % at 7.15 µM;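 active means inhibition above the mean inhibition of all tested compounds plus 3 SD, cut at about 17% in these data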;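 further: assay run at fixed EC70 calcium of 1.6 mM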
cardiac RTF act – cardiac RTF calcium sensitivity activators, primary screen, biochemical, IANBD-TnC fluorescence, EC20 calcium. Troponin I, cardiac muscle (Homo sapiens) + Troponin T, cardiac muscle (Homo sapiens) + …. IANBD-labeled TnC RTF fluorescence at EC20 calcium; 0% EC20 calcium, 100% full calcium. actives 0.24% (n = 340,000). activation, % at 7.2 µM. AID 493008, 2010;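 active means activation above the mean over all tested compounds plus 3 SD, cut at about 30% in these data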;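 further: rise in fluorescence read as greater calcium sensitivity of cardiac thin filaments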
Starred values were filed as active, the others as inactive; nt = no result given.

Results follow in this order: LANA DNA inh | dFosB activator | PfHsp90 yeast 2 | SUMO Mot1 rescue | Keap1 Nrf2 FP | NSD2 inh | PvdQ acylase | Rtt109 Vps75 | CDK5 p35 inh | Cardiac RTF inh | cardiac RTF act
- Cc1ccc(NC(=O)COC(=O)c2cccc(OC(F)F)c2)cc1S(=O)(=O)N1CCCCC1
 : -1.7 | -6 | 14 | 5 | 2 | -4 | -5 | 13 | -0.2 | 1 | -6
- CCn1nc(C(=O)OCC(=O)NCCN2C(=O)CSC2=O)c2ccccc2c1=O
 : -1.0 | -7 | -1 | -23 | -2 | -5 | 12 | 17 | -0.8 | -1 | 1
- COC(=O)c1ccc(C2/C(=C(\O)c3cccc(OC)c3)C(=O)C(=O)N2CCCN2CCOCC2)cc1 (centres undefined)
 : 0.0 | -3 | -26 | 275 | 0 | -1 | -15 | 8 | -0.6 | -10 | -3
- CC1=C(C(=O)N2CCOCC2)C(c2cccc(C)c2)NC(=S)N1 (centres undefined)
 : 0.4 | -4 | -16 | -5 | -6 | -1 | -11 | 0 | -0.3 | -11 | 4
- C#CCOCCOCCOCCNc1nc(N2CCN(C(=O)[C@H](CC(N)=O)n3cc(C(N)[C@H](C)CC)nn3)CC2)nc(N2CCN(C(=O)[C@H](CC(N)=O)n3cc(C(N)[C@@H](C)CC)nn3)CC2)n1 (some centres undefined)
 : 3.1 | -8 | 2 | -17 | -3 | nt | -11 | 24 | -0.8 | -3 | -1
- Cc1cc(=O)n2[nH]c(COc3ccccc3)nc2n1
 : -0.9 | 4 | 0 | 12 | 0 | -10 | -12 | -11 | -1.4 | -12 | 6
- O=C(c1cccs1)N1CCN(CCc2ccccc2)CC1
 : 0.5 | -5 | -2 | -13 | -2 | 10 | -13 | 8 | -0.2 | -7 | -4
- Cc1ccc(C(=O)NCCc2nnc3ccc(SCC(=O)Nc4ccccc4F)nn23)cc1
 : -2.2 | -7 | -2 | -4 | -6 | -3 | 1 | 3 | -1.5 | 2 | -2
- CC(=O)c1ccc(OCC(=O)N(C2CCCCC2)C2CCS(=O)(=O)C2)cc1 (centres undefined)
 : nt | 12 | -1 | 8 | nt | 2 | -17 | nt | 0.7 | -9 | 11
- CCOc1ccc(C(=O)Nc2nc3ccccc3[nH]2)cc1OCC
 : -0.9 | 5 | 3 | nt | 0 | 1 | -5 | 17 | -0.4 | 2 | -1
- CCc1c(C)nc2ncnn2c1NCCc1ccc(OC)cc1
 : 1.3 | -2 | -17 | 24 | -1 | -2 | -2 | -2 | 1.1 | 0 | -3
- Cc1ccc(/C=N/n2c(-c3ccccn3)n[nH]c2=S)o1
 : 1.2 | -2 | -13 | 8 | -2 | -7 | -6 | 4 | -0.2 | 0 | 4
- COCCNC(=O)CNS(=O)(=O)c1ccc2nc(C)sc2c1
 : 1.1 | 4 | -1 | -6 | -1 | -2 | 4 | -2 | -0.9 | 0 | -4
- Cc1cc2nccc(-c3ccc(F)cc3)n2n1
 : 1.5 | -4 | 6 | -7 | -1 | -7 | -9 | 4 | 1.1 | -7 | 1
- COc1cc(/C=N/NC(=O)c2ccc3c(c2)OCCO3)cc(Br)c1O
 : -1.0 | 3 | -7 | nt | -1 | nt | -1 | 21 | 0.3 | 1 | -1
- Cc1nn(C)c(Cl)c1CN1CCN(C2CCCCC2)C(CCO)C1 (centres undefined)
 : 0.7 | 6 | -10 | 1 | -3 | 3 | -5 | 6 | 0.2 | 3 | 0
- Cc1cnc(NC(=O)C2COc3ccccc3O2)s1 (centres undefined)
 : 3.2 | -1 | 8 | 159 | 0 | 3 | -7 | -1 | 3.4 | 6 | -7
- Cc1c(NC(=O)CC(C)C)c(=O)n(-c2ccccc2)n1C
 : 0.1 | -5 | -43 | 0 | -5 | -3 | -15 | -12 | -1.0 | -5 | -3
- COc1ccc(N2CCCn3c2nc2c3c(=O)n(Cc3ccc(F)cc3)c(=O)n2C)c(OC)c1
 : -0.7 | -14 | nt | nt | -3 | nt | -7 | 0 | -1.3 | -8 | 14
- COC(=O)C/C=C/N(Cc1ccccc1OC)S(=O)(=O)CCl
 : 2.2 | 4 | -16 | nt | -1 | nt | -8 | -4 | -0.6 | -6 | -1
- Cn1c(=O)c(C(=O)NCC2CCCO2)c(O)c2ccccc21 (centres undefined)
 : -1.2 | -16 | 14 | -15 | 3 | -2 | 4 | 5 | -0.2 | -6 | 5
- Cc1cc(=O)n2c(n1)NC(Nc1cccc(C)c1C)=NC2c1ccccc1 (centres undefined)
 : 1.5 | -8 | 12 | -9 | 3 | -1 | -8 | 2 | 0.3 | -4 | -5
- CCC(C)NC(=O)C1CCCN(c2nc(C)cc(OC)n2)C1 (centres undefined)
 : -0.5 | 5 | -16 | -6 | -8 | -2 | -9 | 5 | -9.9 | 4 | -2
- Cn1c(N)c(C(=O)COC(=O)CCC(=O)c2ccc(F)cc2)c(=O)n(C)c1=O
 : -1.0 | -4 | nt | -6 | -6 | -3 | -1 | 3 | -3.4 | 0 | 3
- O=C(NNc1c2ccccc2nc2ccccc12)c1cc2ccccc2cc1O
 : -0.1 | -11 | 41 | 250 | 0 | 2 | 0 | -5 | 0.8 | 5 | -5
- COC(=O)Nc1ccc(=O)n(Cc2c(Cl)cccc2Cl)c1
 : 0.9 | 14 | nt | 372 | 1 | 4 | -7 | -11 | -1.0 | 3 | -2
- COc1ccccc1N(CC(O)CN1C(=O)NC(C)(C)C1=O)S(=O)(=O)c1ccc(C)cc1 (centres undefined)
 : 0.6 | -4 | 2 | -15 | -3 | 0 | -15 | 8 | -2.8 | -9 | 6
- O=C(CSc1nnc(CNC(=O)c2ccccc2F)o1)NCc1ccccc1
 : -0.4 | -1 | nt | -11 | -1 | -1 | -10 | -13 | 2.0 | -5 | 5
- C=CCC(=O)N(CC)CC1CCCN(CCc2cccc(F)c2)C1 (centres undefined)
 : -1.0 | -3 | -6 | 43 | -3 | 26 | -18 | 3 | 0.9 | -8 | 2
- COc1cc(OC)cc(C(=O)OCC(=O)Nc2cccc(C(C)=O)c2)c1
 : 0.6 | -4 | -5 | 16 | -3 | 0 | -4 | 7 | 0.4 | -16 | 1
- COC(=O)c1ccc(CN2CCN(Cc3ccc(F)cc3)C(CCO)C2)cc1 (centres undefined)
 : 0.0 | 5 | nt | -5 | -3 | 6 | -6 | 5 | -1.5 | -9 | 0
- COc1ccc(/C=C2\C(=O)N(Cc3ccc(F)cc3)CC(=O)N2Cc2ccccc2)cc1
 : -0.6 | -5 | -15 | -2 | -1 | 0 | -5 | 12 | 0.5 | 2 | 2
- N#CCCN(C(=O)CSc1ncccn1)c1ccc2c(c1)OCCO2
 : -1.0 | -2 | -7 | 7 | 2 | -2 | -10 | 5 | 0.0 | -2 | 3
- O=C(COC(=O)CNC(=O)c1cccc(OC(F)F)c1)NNC(=O)c1ccccc1
 : -1.4 | -5 | -3 | 12 | -3 | 0 | -12 | -4 | -0.4 | 3 | 0
- Clc1cc2c(c(CSc3nc4ccccc4n4cccc34)c1)OCOC2
 : 0.2 | -10 | -11 | 70 | 2 | -1 | -9 | -6 | 1.3 | -4 | 4
- O=C(NC(=S)Nc1ccccc1N1CCCC1)c1ccco1
 : -1.5 | -4 | -15 | -6 | 5 | 74* | 6 | 28 | 1.3 | nt | nt
- CCOc1ccc(/C=N/NC(=O)c2c(C)n(C)c3ccc(OC)cc23)cc1
 : 0.3 | 4 | -26 | 4 | -4 | 0 | -3 | -1 | 0.2 | 2 | -4
- N#CCCN(C(=O)COC(=O)c1ccc2c(c1)OCO2)c1ccccc1
 : 5.4 | -1 | -9 | 13 | 0 | -1 | -13 | -6 | -1.0 | 2 | -4
- CCOC(=O)c1[nH]cnc1C(=O)Nc1cccc(OC)c1
 : -1.1 | -23 | 22 | -29 | -1 | -10 | 7 | -6 | 1.2 | 3 | 0
- Cc1cccc(C)c1NC(=O)COC(=O)c1ccc2c(c1)OCO2
 : -0.8 | 4 | -8 | 17 | -4 | 1 | -13 | 3 | -0.6 | -24 | 14
- COC(=O)c1cc(NC(=O)Cc2coc3cc(OC)ccc23)cc(C(=O)OC)c1
 : 0.9 | -8 | -6 | -14 | -2 | -13 | -14 | -2 | -0.3 | -11 | -2
- NC(=O)c1nc(C2CCCCC2)nc2c1[nH]c(=O)n2-c1ccc(F)cc1
 : 0.2 | -9 | -14 | -8 | -5 | nt | -14 | -5 | 1.5 | -11 | 0
- O=C(CCNC(=O)c1ccc([N+](=O)[O-])cc1)Oc1ccc(F)c(F)c1
 : -0.6 | -9 | 50 | -1 | 0 | 0 | -3 | -3 | 2.0 | -6 | -2
- CCCCc1nnc(NC(=O)C(=O)OCC)s1
 : 0.3 | -4 | nt | -4 | -3 | 1 | -7 | -1 | -0.4 | -7 | 3
- CCOC(=O)C1=C(N)OC2=C(C(=O)CCC2)C1c1sccc1C (centres undefined)
 : 1.1 | -17 | -8 | -27 | 0 | -1 | -8 | 3 | -0.7 | 4 | -4
- Cc1ccc(C)c(-n2nnnc2SCC(=O)NCC2CCCO2)c1 (centres undefined)
 : 0.3 | -10 | -14 | -5 | -2 | 1 | -6 | 5 | -2.3 | -10 | 1
- CN(C)S(=O)(=O)Oc1cccc(C(=O)Nc2ccc([N+](=O)[O-])cc2)c1
 : 0.8 | 3 | 8 | 188 | -1 | -3 | -9 | -2 | -0.5 | -2 | -2
- COc1ccc(NC(=O)C2CC(=O)N(Cc3ccco3)C2)cc1Cl (centres undefined)
 : -0.9 | -5 | 26 | -12 | 0 | 0 | -9 | -4 | -2.1 | -13 | -2

Reprinted at random: 2 compounds from above.
Results follow in this order: LANA DNA inh | dFosB activator | PfHsp90 yeast 2 | SUMO Mot1 rescue | Keap1 Nrf2 FP | NSD2 inh | PvdQ acylase | Rtt109 Vps75 | CDK5 p35 inh | Cardiac RTF inh | cardiac RTF act
- COc1ccc(/C=C2\C(=O)N(Cc3ccc(F)cc3)CC(=O)N2Cc2ccccc2)cc1
 : -0.6 | -5 | -15 | -2 | -1 | 0 | -5 | 12 | 0.5 | 2 | 2
- CN(C)S(=O)(=O)Oc1cccc(C(=O)Nc2ccc([N+](=O)[O-])cc2)c1
 : 0.8 | 3 | 8 | 188 | -1 | -3 | -9 | -2 | -0.5 | -2 | -2

Source: PubChem (several laboratories)

The order is random, and some 3.2% of all compounds hit somewhere here.
